Source: PubChem BioAssay
D1 ag = human D1 receptor agonism. HEK293 T-REx D1 cells, calcium flux, agonist mode. activation, % at 2 µM. AID 504660. 360,000 tested, 1% active; note: 0% is about no effect
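Inducible HEK293 T-REx D1 cells, force-coupled to calcium signalling, were plated at 4000 cells/well with tetracycline and held overnight at 30 C. After no-wash calcium dye loading, compound-evoked calcium rise over 180 s flagged agonists.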
TRHR ag = activates the human TRH receptor. 360,000 tested, 0.18% active. activation, % at 2 µM. AID 493084. TRHR cells, calcium flux fluo-8, FDSS agonist mode. P34981; note: 0% is about no effect
Target sequence (P34981 whole entry, looked up): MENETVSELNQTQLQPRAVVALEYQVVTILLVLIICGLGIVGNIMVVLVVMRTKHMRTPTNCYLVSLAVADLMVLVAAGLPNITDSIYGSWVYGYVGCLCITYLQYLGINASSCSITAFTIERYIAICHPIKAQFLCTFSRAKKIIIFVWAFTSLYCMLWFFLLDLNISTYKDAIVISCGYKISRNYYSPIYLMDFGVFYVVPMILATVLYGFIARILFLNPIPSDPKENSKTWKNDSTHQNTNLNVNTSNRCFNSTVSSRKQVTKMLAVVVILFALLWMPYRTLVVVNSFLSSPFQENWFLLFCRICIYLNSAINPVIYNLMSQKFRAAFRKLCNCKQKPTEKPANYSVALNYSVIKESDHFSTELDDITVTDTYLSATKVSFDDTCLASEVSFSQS
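Read-out: compound-evoked intracellular calcium rise in TRHR cells, fluo-8 dye, kinetic FDSS fluorescence at 1 s/cycle following a 10-cycle baseline. Cells cultured overnight before dye loading (30 min–1.5 h, RT).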
D1 antag = human D1 dopamine receptor antagonism | P21728 | HEK293 TREx D1 cells, calcium flux, dopamine EC80; active compounds read low | activity change, negative = inhibition, % at 10 µM | 360,000 tested, 3.2% active; in the data active = activity change below about -30%; note: % is set by controls: 0 for no effect and ±100 for the full control effect
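Inducible Hek293 Trex D1 cells (tetracycline, overnight, 30 C). Calcium dye 30–90 min RT. Antagonist mode: EC80 dopamine added after 180 s compound read.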
RXFP1 antag = RXFP1 (human) relaxin receptor antagonism; Q9HBX9; HEK293-RXFP1, relaxin-stimulated cAMP HTRF, 30 min; active compounds read low; activity change, negative = inhibition, % at 57.5 µM; 350,000 tested, 0.59% active; AID 1259400;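 active = activity change of -60% or lower, but not beyond a set lower limit; inconclusive = change between -60% and -40%, or beyond the set limit; inactive = change above -40%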; note: % is set by controls: 0 for no effect and ±100 for the full control effect
D2 ag = activates the human D2 dopamine receptor; AID 485358; activation, % at 2 µM; 340,000 tested, 0.53% active; HEK293 T-REx D2 cells, calcium flux agonist mode; P14416;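 active = activation over 3 SD above normal in the single-dose calcium agonist read, cut at about 30% in these data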; note: 0% is about no effect
Target sequence (P14416 whole entry, looked up): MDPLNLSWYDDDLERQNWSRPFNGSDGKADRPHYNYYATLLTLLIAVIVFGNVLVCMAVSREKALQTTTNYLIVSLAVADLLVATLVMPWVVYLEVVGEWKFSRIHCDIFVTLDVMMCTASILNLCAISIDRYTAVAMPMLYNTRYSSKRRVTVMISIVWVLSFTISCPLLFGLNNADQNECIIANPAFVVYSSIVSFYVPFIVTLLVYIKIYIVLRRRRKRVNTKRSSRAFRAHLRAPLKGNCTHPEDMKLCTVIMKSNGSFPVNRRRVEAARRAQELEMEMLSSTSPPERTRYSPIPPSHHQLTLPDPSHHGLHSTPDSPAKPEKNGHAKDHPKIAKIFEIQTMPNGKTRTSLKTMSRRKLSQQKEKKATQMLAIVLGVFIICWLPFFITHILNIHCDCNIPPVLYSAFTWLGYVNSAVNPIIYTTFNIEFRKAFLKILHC
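Tetracycline-induced HEK293 Trex cells with D2 receptor force-coupled to calcium signaling, plated overnight at 30 C and loaded with no-wash calcium dye. Calcium flux read kinetically for 180 s after compound addition; responses flag agonists.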
TRHR enhancer = TRH receptor (human) allosteric enhancement; 360,000 tested, 0.66% active; enhancement, % at 2 µM; TRHR cells, fluo-8 calcium fluorescence, EC20 TRH enhancement; in the data active = enhancement above about 30%; note: 0% is about no effect
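TRHR-expressing cells loaded with fluo-8 calcium dye were read kinetically (ex 480/em 530) during compound addition, then stimulated with an EC20 of TRH (10 nM final). Enhancement of the Gq-mediated intracellular calcium response was scored.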
D2 PAM = positive allosteric modulators of human D2 dopamine receptor; 340,000 tested, 0.34% active; potentiation, % at 10 µM; AID 485347; P14416; HEK293 T-REx D2, calcium flux, EC20 dopamine potentiation;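 active = potentiation over 3 SD above the plate norm, cut at about 30% in these data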; note: 0% is about no effect
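Using a no-wash calcium dye in inducible, force-coupled HEK293 Trex cells expressing D2, we tracked fluorescence each second for 180 s after compound, then for 180 s after EC20 dopamine to detect augmented signalling.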
D2 antag = antagonizes the human D2 dopamine receptor. P14416. HEK293 TREx D2 cells, calcium flux, dopamine EC80. inhibition, % at 10 µM. 340,000 tested, 2% active. AID 485344; in the data active = inhibition above about 30%; note: 0% is about no effect
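Overnight-induced (tetracycline, 30 C) HEK293 T-REx cells carrying force-coupled D2 receive a no-wash calcium dye, then compound, then EC80 dopamine at 180 s; signals are read kinetically throughout.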
D1 potentiator = human D1 dopamine receptor positive modulation. P21728. HEK293 TREx D1 cells, calcium flux, dopamine EC20 potentiation. 360,000 tested, 0.036% active. potentiation, % at 10 µM; in the data active = potentiation above about 30%; note: 0% is about no effect
Starred values were filed as active, the others as inactive; ? = inconclusive; nt = not tested or not shown; & = joins results of further samples. Cut-off read from the data, not from the text of the source, unless noted: active = activation above about 30%; inactive = the rest.

No.	SMILES	D1 ag	TRHR ag	D1 antag	RXFP1 antag	D2 ag
1	O=C(c1nc(-c2ccc(Cl)cc2)n2c1CCCCC2)N1CCN(c2ccccc2)CC1	-2	0.1	3	-4	-0.6
2	Cc1ccc(Cn2c(C(C)NC(=O)c3ccccc3)nc3ccccc32)cc1 (configuration not stated)	18	-1.9	15	-2	-1.1
3	Cc1ccc(S(=O)(=O)N2CCOCC2)cc1NC(=O)COc1ccc(C(=O)c2ccccc2)cc1	9	1.1	1	-21	-0.2
4	COc1cc(C(=O)Nc2ccc3ccccc3c2)cc(OC)c1OC	2	1.7	11	7	0.1
5	CCOC(=O)c1c(S(=O)(=O)Nc2ccccn2)c(C)n(C)c1C	0	0.0	5	3	0.8
6	CCOC(=O)/C(C(N)=NC(C)C)=C(\O)c1ccccc1	0	0.4	-3	-5	-2.0
7	CCOc1ccc(NC(=O)CSc2nnc(CNC(=O)c3cccs3)o2)cc1	2	-0.3	-5	-6	nt
8	Cc1ccc(SCC(=O)NCC(C)C)cc1	3	0.1	4	-12	0.7
9	O=C(NN=C1CCC(=NNC(=O)c2ccccn2)CC1)c1ccccn1	0	0.4	-10	-13	-0.6
10	COc1ccccc1OCCCC(=O)Nc1ccc(N2CCOCC2)cc1	1	-3.5	0	-2	-1.4
11	CC1(C)Cc2c(sc(/N=C/N3CCCCCC3)c2C#N)C(C)(C)N1	4	-0.2	8	-31	1.6
12	CN(CC(=O)Nc1ccc(N2CCOCC2)cc1)C(=O)CCc1ccccc1Cl	2	0.0	5	-8	-0.2

No.	TRHR enhancer	D2 PAM	D2 antag	D1 potentiator
1	-12	0	nt	8
2	5	7	nt	-5
3	5	8	-11	-3
4	5	-8	-7	3
5	2	8	10	-10
6	-4	-3	-9	2
7	3	-2	nt	1
8	-8	9	0	0
9	-4	-3	5	2
10	3	12	4	9
11	-11	4	6	-5
12	-4	-5	12	-8

More structures follow:
No.	SMILES	D1 ag	TRHR ag	D1 antag	RXFP1 antag	D2 ag
13	Cc1ccc(NC(=O)c2ccc3c(c2)CCN3S(C)(=O)=O)c(C)c1	3	-1.2	0	nt	0.4
14	O=C(Nc1ccc2c(c1)OCO2)c1ccc(CO)cc1	0	-0.3	-10	-4	0.6
15	Cc1cc(C)c2nc(C)cc(Nc3ccc(C(=O)NCCO)cc3)c2c1	3	0.7	2	-12	1.4
16	c1ccc(-c2nccc(-c3ccc(-n4cnc5ccccc54)cc3)n2)cc1	-1	0.5	-4	0	0.1
17	O=C(NCCCN1CCN(Cc2ccccc2Cl)CC1)Nc1ccccc1	3	-0.9	-21	1	-0.5
18	CCCCCn1c(=N)c(S(=O)(=O)c2ccccc2)cc2c(=O)n3cccc(C)c3nc21	4	0.0	0	nt	1.2
19	COc1cccc(-n2c(CN3CCN(c4ccccc4)CC3)nc3ccc([N+](=O)[O-])cc3c2=O)c1	0	0.4	-8	4	23
20	Cc1cc(F)ccc1S(=O)(=O)N(C(=O)c1ccncc1)c1ccc(OC(=O)c2ccncc2)cc1	3	-0.5	-19	16	1.8
21	COc1ccc(C2CC(c3ccccc3)=NN2C(=O)COC(=O)c2cccnc2)cc1 (configuration not stated)	4	-0.5	-6	nt	-0.5
22	Cc1cccc(OCc2nc(CC(=O)Nc3ccc(C)c(C)c3)cs2)c1	0	-0.5	-3	-20	nt
23	COc1nc(NCC(C)C)nc(Oc2ccc(=O)n(-c3ccccc3)n2)n1	6	-0.2	15	-1	-0.6
24	COc1ccc(C(CNC(=O)CNC(=O)c2cccc(Cl)c2)N2CCCC2)cc1 (configuration not stated)	5	-0.1	-37*	-3	0.7

No.	TRHR enhancer	D2 PAM	D2 antag	D1 potentiator
13	-4	10	4	-1
14	-7	-12	-7	-2
15	-3	-2	-3	6
16	2	4	-5	-1
17	2	10	-41	4
18	1	12	nt	1
19	1	-26	26	13
20	6	10	-6	-2
21	37*	-5	6	-5
22	-2	2	nt	0
23	-1	-11	-3	-1
24	3	-24	8	nt

Continued:
No.	SMILES	D1 ag	TRHR ag	D1 antag	RXFP1 antag	D2 ag
25	O=C(CCCOc1ccc(Cl)cc1)N1CCCCC1	5	-0.3	-5	-1	-0.2
26	NC(=S)n1[nH]c(-c2ccc([N+](=O)[O-])cc2)c(N=Nc2cccc(Cl)c2)c1=O	15	0.0	-26	-7	3.7
27	CC(Oc1ccc(Cl)cc1)c1ccnn1S(=O)(=O)c1ccc(Cl)cc1 (configuration not stated)	16	0.7	-6	8	0.6
28	CN(CCO)C(=O)c1ccc(-c2nn(C)c(=O)c3ccccc23)cc1	3	0.1	2	-19	0.9
29	COC(=O)c1ccc(COc2ccc(Cl)cc2)o1	4	-0.4	-14	11	-1.1
30	Oc1ccc2cc(Br)ccc2c1CN1CCCC1	3	0.0	-21	3	2.7
31	Cc1ccc(C2CCN(C(=O)Nc3ccc(F)cc3)C2)cc1 (configuration not stated)	1	-0.8	-25	-25	-0.9
32	Cc1ccnc(NS(=O)(=O)c2ccc(NC(=O)Cc3ccccc3)cc2)n1	6	0.1	-1	9	0.0
33	Cc1cccc(OC(=O)c2cn(C)nc2C(F)(F)F)c1C	-1	-1.8	5	-14	nt
34	C1CC1Cc1noc(CN2CCN(C3C4CC5CC(C4)CC3C5)CC2)n1 (configuration not stated)	1	0.1	-10	1	nt
35	COCCN(CC(=O)NC1CCCCC1)C(=O)/C=C/C(=O)c1ccc(OC)cc1O	2	0.1	-8	?	-0.6
36	Nn1cnnc1N/N=C\c1ccc(-c2ccccc2[N+](=O)[O-])o1	0	-0.5	4	4	-1.5

No.	TRHR enhancer	D2 PAM	D2 antag	D1 potentiator
25	-1	-1	10	1
26	-7	11	5	-8
27	-6	4	8	-8
28	-3	-5	-9	-2
29	2	-3	20	-3
30	16	2	-17	6
31	-2	-11	9	3
32	4	4	0	-3
33	8	nt	nt	10
34	-7	nt	nt	-2
35	8	-5	-10	-3
36	4	-6	-2	-5

Following part.
No.	SMILES	D1 ag	TRHR ag	D1 antag	RXFP1 antag	D2 ag
37	CCC(=O)N1CCc2cc(S(=O)(=O)NC(C(=O)NCCc3ccc(OC)c(OC)c3)C(C)C)ccc21 (configuration not stated)	2	-0.8	10	-6	1.0
38	Cc1cc(C)n(C(=O)Cn2nc(C)c(Br)c2C)n1	2	-0.5	-2	3	0.1
39	C/C(=N\OCC(=O)Nc1nc2ccccc2s1)c1ccccc1	4	-0.1	4	0	nt
40	Cc1cccc(NC(=O)Nc2ccc(Cl)c(Cl)c2)n1	1	2.7	3	-1	0.2
41	COc1ccc(-c2nc(N3CCN(S(=O)(=O)c4ccc(F)cc4)CC3)c3ccccc3n2)cc1	5	-0.7	-31*	nt	nt
42	COc1ccccc1-c1cc(C(F)(F)F)nc(S(=O)(=O)CCCC(=O)Nc2cc(OC)c(OC)c(OC)c2)n1	-1	-0.4	5	4	nt
43	Cc1ccc(N(C)C(=O)c2cc(S(=O)(=O)N3CCCC3)cn2C)cc1	5	0.3	-11	3	8.1
44	Cc1ccc(N(CC(=O)NC(C)c2ccccc2)S(=O)(=O)c2c(C)noc2C)cc1 (configuration not stated)	4&0	-1.0&-0.4	-1&2	0	-1.0&0.5
45	COc1ccc2c(c1)c1c(c(=O)n(-c3ccccc3)c(=O)n1CC(=O)NCc1ccc(C)cc1)n2C	0	-0.2	22	nt	0.5
46	COc1ccc(OC)c(CCNC(=O)CSc2ccsc2[N+](=O)[O-])c1	8	-0.1	-10	0	1.5
47	Cn1ccnc1Sc1nnnn1-c1ccccc1	3	0.2	-1	-3	0.5
48	COc1ccc(C2CC(=O)Nc3c2c(=O)nc2c(C)cccn32)cc1OC (configuration not stated)	4	1.2	2	9	1.5

No.	TRHR enhancer	D2 PAM	D2 antag	D1 potentiator
37	0	-15	nt	-1
38	2	7	8	2
39	-11	-6	nt	2
40	-5	4	2	-12
41	39*	nt	nt	3
42	7	14	nt	3
43	2	-8	-1	-3
44	2&-4	-7&4	13	-7&6
45	6	-6	nt	0
46	-5	-4	-3	3
47	-3	-11	-10	-2
48	15	-6	nt	1

Continuation.
No.	SMILES	D1 ag	TRHR ag	D1 antag	RXFP1 antag	D2 ag
49	Cc1ccc(CNC(=O)c2cc(NS(=O)(=O)c3ccc(C)cc3)ccn2)cc1	-1	-0.4	-32*	nt	-0.5
50	O=S(=O)(NCCN1CCCC1)c1ccc(C(F)(F)F)cc1	0	0.6	-2	0	-0.1
51	CCOc1ccccc1CN1CCNC(=O)C1CC(=O)N(C)Cc1cnccn1 (configuration not stated)	4	0.8	-3	-14	nt
52	Cc1cc(-c2csc(N)n2)c(C)n1C	2	2.6	-10	1	-0.1
53	CCCN(CCC)Cc1c(C(=O)N/N=C/C(C)=C\c2ccco2)nnn1-c1nonc1N	-1	-0.2	-9	?	-0.4

No.	TRHR enhancer	D2 PAM	D2 antag	D1 potentiator
49	3	3	nt	3
50	5	-5	18	-5
51	-3	nt	nt	-4
52	-3	4	8	-1
53	7	4	13	-4

Hits appear at their usual frequency. About 7.3% of those tested had a hit in this group.
